PKA-R1A act: activates the PKA-R1A holoenzyme complex | 340,000 tested, 0.083% active | activation, % at 11.4 µM | PKA-R1A dissociation, Cy5-IP20 fluorescence polarization; scaled: DMSO 0%, 113 µM cGMP 100% | AID 504707;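 active means percent activation above the mean of all tested compounds plus 3 SD, cut at about 19% in these data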;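 further: higher means more PKAc released from R1A so a rise in polarization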
HTR5A ag: counter-screen for OPRM1-OPRD1 agonists: human HTR5A agonism | P47898 | HTR5A agonist assay, luminescence, cell-based | activation, % at 9.3 µM | 340,000 tested, 0.61% active; in the data active means activation mostly above about 9.5%, no sharp cut-off; inactive means mostly below about 7.6%;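 further: 0% = cells with vehicle only and 100% = reference agonist; strong numbers were not always called active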
DAGLB inhibitor: blocks human DAGLB lipase activity; AID 504411; inhibition, % at 5.17 µM; Q8NCG7; 340,000 tested, 0.059% active; HEK293T DAGLB membrane lysate, EnzChek fluorogenic substrate; in the data active means inhibition above about 34%;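 further: 0% = enzyme with vehicle and 100% = wells lacking enzyme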
HTR5A inv ag: counter-screen for OPRM1-OPRD1 inverse agonists: human HTR5A inverse agonism; inhibition, % at 9.3 µM; P47898; HTR5A cell line, luminescence; 340,000 tested, 0.083% active; in the data active means inhibition mostly above about 23%, no sharp cut-off; inactive means mostly below about 18%;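 further: 0% = cells with DMSO and 100% = no-cell wells with DMSO; some compounds called inactive have numbers as strong as hits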
AddAB inh: less growth of phage-infected E. coli with AddAB | E. coli expressing H. pylori AddAB, absorbance growth | 330,000 tested, 0.29% active | inhibition, % at 11.9 µM | AID 435030; in the data active means inhibition above about 12%;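 further: 0% = vehicle wells of infected cells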
phage Ecoli inh: E. coli growth loss with phage present; growth absorbance; inhibition, % at 11.9 µM; 360,000 tested, 0.26% active; AID 651602; in the data active means inhibition above about 11%
CDK5 inh: inhibitors of human CDK5/p35 kinase | Q00535+Q15078 | Recombinant CDK5/p35, ADP-Glo luminescence, 60 min | inhibition, % at 10 µM | 330,000 tested, 0.01% active;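 active means highest replicate inhibition of at least 50% and at least 75% of replicates reaching 50%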;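 further: plate controls were DMSO neutral control for no effect and GW8510 at 10 µM for full effect; many of its hits are not listed in these tables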
Target sequence (Q00535 whole entry, looked up): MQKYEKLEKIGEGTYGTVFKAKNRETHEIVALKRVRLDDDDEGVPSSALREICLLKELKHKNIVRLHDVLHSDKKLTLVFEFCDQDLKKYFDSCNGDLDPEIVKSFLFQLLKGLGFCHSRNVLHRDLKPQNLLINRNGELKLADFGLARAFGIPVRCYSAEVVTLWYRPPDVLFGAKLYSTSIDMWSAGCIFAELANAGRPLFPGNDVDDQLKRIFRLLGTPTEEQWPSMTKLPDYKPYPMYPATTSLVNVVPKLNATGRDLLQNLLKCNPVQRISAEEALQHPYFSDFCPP
Target sequence (Q15078 whole entry, looked up): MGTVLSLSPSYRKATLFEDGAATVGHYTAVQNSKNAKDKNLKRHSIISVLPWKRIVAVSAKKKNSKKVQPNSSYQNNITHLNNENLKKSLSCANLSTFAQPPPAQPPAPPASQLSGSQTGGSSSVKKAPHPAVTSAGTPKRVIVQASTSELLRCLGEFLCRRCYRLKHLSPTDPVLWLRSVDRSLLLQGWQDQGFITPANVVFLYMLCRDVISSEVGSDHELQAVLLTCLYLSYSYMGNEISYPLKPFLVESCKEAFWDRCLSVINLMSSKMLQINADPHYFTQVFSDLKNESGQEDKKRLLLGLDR
Tat export inh: inhibitors of E. coli Tat protein transport. E. coli MC4100 TorA-mCherry Tat export, fluorescence. inhibition, % at 10 µM. 340,000 tested, 0.036% active;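 active means mean replicate inhibition at least 50% and at least half of replicates individually reaching 50%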;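 further: exported cargo escapes ClpAP degradation while cytoplasmic cargo is degraded and loses fluorescence; 0% = median of neutral control wells and 100% = median of NaSCN control wells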
PKA-R2B activ: activators of human PKA-R2B complex; 340,000 tested, 0.079% active; PKA-R2B holoenzyme dissociation, Cy5-IP20 fluorescence polarization; R2B truncated from residue 108, S112A mutant; 0% DMSO only, 100% 113 µM cGMP; activation, % at 11.4 µM;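 active means activation above a cutoff set at the mean over all compounds plus 3 SD, cut at about 18% in these data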;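 further: higher means more holoenzyme dissociation and a rise in polarization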
Target sequence (P31323 whole entry, looked up, other chains not shown, the tested form may be a part): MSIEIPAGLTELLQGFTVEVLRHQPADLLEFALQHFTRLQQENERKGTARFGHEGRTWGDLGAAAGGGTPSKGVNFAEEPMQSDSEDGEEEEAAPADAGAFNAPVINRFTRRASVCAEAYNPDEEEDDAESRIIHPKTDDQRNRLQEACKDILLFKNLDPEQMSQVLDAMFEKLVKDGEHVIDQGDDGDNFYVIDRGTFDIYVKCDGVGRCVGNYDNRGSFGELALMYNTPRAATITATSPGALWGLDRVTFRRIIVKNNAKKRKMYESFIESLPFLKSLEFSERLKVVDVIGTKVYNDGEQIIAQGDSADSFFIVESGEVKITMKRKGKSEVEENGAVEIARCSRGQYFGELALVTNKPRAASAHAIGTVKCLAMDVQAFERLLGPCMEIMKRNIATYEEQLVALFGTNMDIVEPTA
Mot1-301 SUMO: inhibitors of SUMOylation pathway: yeast Mot1-301 growth rescue; S. cerevisiae Mot1-301 growth rescue, ATP luminescence, 38.5C; percent above DMSO median, 100 means doubled; growth rescue, % at 18.8 µM; 320,000 tested, 1% active; AID 2716;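 active means every valid replicate shows activation above 250% relative to neutral control wells; inactive means the rest, any valid replicate at or below 250%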;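 further: OY570 slx delta 5 strain wells were the positive control but not used for scaling; some compounds called inactive have numbers as strong as hits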
Ecoli viability: counter-screen for AddAB inhibitors: E. coli growth inhibition; 330,000 tested, 0.27% active; E. coli V3065 growth, OD600 absorbance, 18 h; inhibition, % at 11.9 µM; AID 449728;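 active means inhibition above the campaign's mean inhibition across all tested compounds plus 3 SD, cut at about 9.9% in these data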;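 further: uninfected addAB+ strain grown without phage in ampicillin broth; 0% = DMSO wells and 100% = ciprofloxacin 0.95 µg/ml wells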
The depositor's hits bear a star; . = not tested or not shown; & = joins results of further samples.

Molecule	HTR5A inv ag	PKA-R2B activ	HTR5A ag	DAGLB inhibitor	CDK5 inh	Ecoli viability	Mot1-301 SUMO	phage Ecoli inh	Tat export inh	AddAB inh	PKA-R1A act
COC(=O)C1(C)NC(c2ccco2)C2C(=O)N(c3ccc(F)cc3)C(=O)C21 (stereo unspecified)	-43	-10	1	-2	-0.1	1.4	-22	4.2	10	-1.8	-4
C#Cc1ccc(CN2CCN(Cc3ccsc3)C(CCO)C2)cc1 (stereo unspecified)	20	-4	-7	1	0.9	-1.4	7	2.7	0	-2.1	-21
Nc1ccc(C(=O)O)cc1	-1&-2&29	3&7&14	0&2&3	0&1&2	-1.2&-2.2&0.5	1.4&-1.2&-3.2	3&-4&0	2.4&4.5&7.0	2&-1&-15	-0.9&-3.8&3.0	-11&9&8
Cc1cc(C)c(NC(=O)CSc2nccn2C)c(C)c1	-21	6	1	-1	0.1	-0.2	6	4.7	-6	-1.5	0
CC(=O)Nc1ccccc1NC(=O)C/C(C)=N/NC(=O)c1ccc([N+](=O)[O-])c(Cl)c1	-3	1	10	3	0.6	0.2	5	-1.1	-2	3.5	-4
CCCN(CCC)S(=O)(=O)c1ccc(NC(=O)Cc2cccs2)cc1	-20	2	-6	-2	-0.4	-1.5	6	3.0	-1	-0.2	0
Cc1ccsc1C(=O)NC1CCCN(Cc2ccc(Cl)cc2)C1 (stereo unspecified)	-11	3	3	-4	-7.1	.	-1	-0.6	16	.	0
Cc1cccc(C(=O)Oc2ccc3ccc(O)cc3c2)c1	-6	-9	1	1	-2.1	-1.1	31	1.3	1	0.0	-9
COc1ccccc1N1CCN(S(=O)(=O)c2cccc3nsnc23)CC1	-3	-1	1	2	-0.3	1.5	-11	0.1	5	1.7	-11
COC(=O)N/N=C/c1ccc(OS(=O)(=O)c2ccc(C)cc2)c(OC)c1	5	-6	3	4	-4.6	-1.8	-4	-0.6	24	0.7	-12
CCn1c(C)nc2cc(N)ccc21	-32	7	0	-1	-0.3	2.4	-5	0.2	3	-4.4	6
CCCCCCCCNC(=O)c1cnccn1	6	-2	2	-3	-0.1	-0.3	8	4.0	11	0.1	-1
CCN(CC)/C(Sc1ccccc1)=C(\C(Cl)=C(Cl)Cl)[N+](=O)[O-]	11	-1	-1	1	0.7	-2.0	-5	3.2	-1	1.6	-6
CCc1ncc(C)nc1CC	-22	-3	4	0	-1.3	-1.5	-1	1.4	55*	4.9	-5
O=C(Nc1nc2ccc(S(=O)(=O)N3CCCCC3)cc2s1)C1CCCO1 (stereo unspecified)	-2	-4	0	0	-0.8	-0.3	-5	2.5	1	1.3	-4

Molecule	HTR5A inv ag	PKA-R2B activ	HTR5A ag	DAGLB inhibitor	CDK5 inh	Ecoli viability	Mot1-301 SUMO	phage Ecoli inh	Tat export inh	AddAB inh	PKA-R1A act
COc1cccc2sc(NNC(=O)C3COc4ccccc4O3)nc12 (stereo unspecified)	-16	-7	-1	1	0.6	-0.1	.	4.6	-1	-3.1	3
O=C1[C@H]2[C@@H](/C=C/c3ccccc3)N3C(=O)CN(CCO)C(=O)[C@@]3(Cc3ccccc3)[C@H]2C(=O)N1c1ccccc1	-2	-5	1	-2	0.7	0.0	-15	3.2	7	0.7	2
COc1ccc(/C(C)=N/N2C(=O)c3ccccc3NC2c2ccc(O)c(OC)c2)cc1 (stereo unspecified)	10	-11	-4	5	-0.3	2.4	-8	2.4	4	5.1	-3
Cc1c(Br)c([N+](=O)[O-])nn1CC(=O)N1CCc2ccccc21	-8	-1	3	-1	1.7	3.5	14	3.9	-3	1.6	-1
Cc1ccc(SC(c2ccccc2)C(Cn2cncn2)C(=O)c2ccccc2)cc1 (stereo unspecified)	12	-13	-3	-4	0.0	1.5	-16	-0.4	-2	5.9	-7
CN(c1ccccc1)S(=O)(=O)c1cccc(NC(=O)C2=NNC(=O)CC2)c1	-17	-1	5	-2	1.1	-1.1	2	-0.2	18	-1.8	-7
CC(c1nnc(SCC(=O)c2c(N)n(C)c(=O)n(C)c2=O)n1-c1ccc(Cl)cc1)N(C)C (stereo unspecified)	-11	-3	5	2	-4.9	3.7	-13	3.3	-7	1.9	-3
CC(=O)Oc1ccc(-c2ccc(C(=O)OCC(=O)c3c(N)n(C)c(=O)n(C)c3=O)cc2)cc1	0	2	4	-3	1.7	-1.9	3	0.6	-2	-0.3	-8
C/C(=N\NC(=O)NC1CCCCC1)c1ccc(Cl)s1	-6	3	2	-1	0.9	.	-4	2.0	5	.	3
Cc1nc2cc(C(F)(F)F)ccc2n1C1CCN(C(=O)N2CCOCC2)CC1	-3	1	1	-2	0.4	-2.9	11	0.9	-2	0.7	-1
Cc1ccc(C(=O)Nc2ccc3cn[nH]c3c2)cc1S(=O)(=O)N1CCCCC1	6	4	-3	-2	0.6	-1.4	-11	3.7	-2	2.8	3
CCCCN(C(=O)CSc1cc(C)c2ccccc2n1)c1c(N)n(Cc2ccccc2)c(=O)[nH]c1=O	-14	5	5	4	-1.0	1.6	19	2.5	-3	2.3	0
Cc1cc(/C=C(\C#N)C(=O)O)c(C)n1CC1CCCO1 (stereo unspecified)	0	6	0	3	-2.4	-1.4	0	2.5	8	-2.0	-2
CC(C)CC(=O)Nc1ccc(C(=O)COC(=O)C2=COCCO2)cc1	-24	-4	5	-4	0.3	0.7	-7	4.6	-19	3.4	0
Cn1ncc(Cl)c1C(=O)Nc1cccnc1	-6	-2	1	1	-0.7	2.5	-12	1.2	-11	2.9	0

Molecule	HTR5A inv ag	PKA-R2B activ	HTR5A ag	DAGLB inhibitor	CDK5 inh	Ecoli viability	Mot1-301 SUMO	phage Ecoli inh	Tat export inh	AddAB inh	PKA-R1A act
O=C(c1ccc(F)cc1)C1CCN(C(=O)Nc2ccccc2Cl)CC1	8	-2	-3	-5	-0.6	0.2	.	4.6	-1	0.7	-5
CCCNC(=O)c1ccccc1C(=O)NC1(C(=O)NCCC)CCCC1	15	-7	-4	-1	0.1	2.2	-13	3.3	0	1.1	-6
O=C(NCCN1CCOCC1)[C@H](Cc1ccccc1)N1C(=O)c2ccccc2C1=O	-6	10	0	0	-0.1	-0.4	-14	1.9	-11	2.6	1
COc1ccc(CCNC(=O)c2c(O)c3ccccc3[nH]c2=O)cc1	21	-5	-6	-2	-2.0	-0.2	231	0.7	3	5.2	-17
CSc1ncnc2sc(C)c(C)c12	14	-10	1	0	-0.8	2.3	-18	1.9	-9	4.1	-2
Cc1cc(NC(=O)CSCC(=O)N(C)Cc2ccc(F)cc2)no1	-5	-5	5	0	0.2	2.3	0	-0.6	-1	6.8	10
Cn1c(CO)cnc1-c1ccccc1	8	0	-2	-2	-1.1	0.9	-18	0.3	-5	-2.1	10
CN(CC(=O)O)C(=O)c1ccccc1	3	-3	3	-2	-1.3	-1.3	.	2.3	-8	0.1	-6
CCOC(=O)c1ccc(NC(=O)CN(C)S(=O)(=O)c2ccc(Br)s2)cc1	-5	-3	4	-11	0.7	1.7	6	1.1	4	0.8	-8
Cc1nc2ccc(CCO)cc2s1	-5	-7	0	0	1.0	0.4	-2	2.1	-3	2.0	-4
CCc1ccc2oc(-c3cccc(NC(=O)c4cccnc4)c3)nc2c1	1	0	0	-3	-1.1	1.0	-9	-0.4	-6	-1.2	-3
COc1cccc(OC)c1C(=O)Nc1cccc2c1CCCC2	-11	12	3	0	0.3	-1.5	9	2.8	6	-0.7	-4
COc1cc(C(=O)Nc2nnc(C)s2)c([N+](=O)[O-])cc1OC	12	-9	8	1	3.1	1.1	-3	3.9	-1	0.0	2
Cc1ccc(C(=O)N/N=c2\sc3ccccc3n2C)cc1	37	-7	-1	-1	0.7	-0.3	39	2.8	-7	4.9	13
CC1CCN(CCCCOc2ccc([N+](=O)[O-])cc2)CC1	-6	-3	4	0	-2.5	1.6	16	2.5	-8	0.5	0

Among those listed so far, 3 have a COOH group:
Molecule	HTR5A inv ag	PKA-R2B activ	HTR5A ag	DAGLB inhibitor	CDK5 inh	Ecoli viability	Mot1-301 SUMO	phage Ecoli inh	Tat export inh	AddAB inh	PKA-R1A act
Nc1ccc(C(=O)O)cc1	-1&-2&29	3&7&14	0&2&3	0&1&2	-1.2&-2.2&0.5	1.4&-1.2&-3.2	3&-4&0	2.4&4.5&7.0	2&-1&-15	-0.9&-3.8&3.0	-11&9&8
Cc1cc(/C=C(\C#N)C(=O)O)c(C)n1CC1CCCO1 (stereo unspecified)	0	6	0	3	-2.4	-1.4	0	2.5	8	-2.0	-2
CN(CC(=O)O)C(=O)c1ccccc1	3	-3	3	-2	-1.3	-1.3	.	2.3	-8	0.1	-6

The main list resumes with the 6 entries that preceded the break.
Molecule	HTR5A inv ag	PKA-R2B activ	HTR5A ag	DAGLB inhibitor	CDK5 inh	Ecoli viability	Mot1-301 SUMO	phage Ecoli inh	Tat export inh	AddAB inh	PKA-R1A act
Cc1nc2ccc(CCO)cc2s1	-5	-7	0	0	1.0	0.4	-2	2.1	-3	2.0	-4
CCc1ccc2oc(-c3cccc(NC(=O)c4cccnc4)c3)nc2c1	1	0	0	-3	-1.1	1.0	-9	-0.4	-6	-1.2	-3
COc1cccc(OC)c1C(=O)Nc1cccc2c1CCCC2	-11	12	3	0	0.3	-1.5	9	2.8	6	-0.7	-4
COc1cc(C(=O)Nc2nnc(C)s2)c([N+](=O)[O-])cc1OC	12	-9	8	1	3.1	1.1	-3	3.9	-1	0.0	2
Cc1ccc(C(=O)N/N=c2\sc3ccccc3n2C)cc1	37	-7	-1	-1	0.7	-0.3	39	2.8	-7	4.9	13
CC1CCN(CCCCOc2ccc([N+](=O)[O-])cc2)CC1	-6	-3	4	0	-2.5	1.6	16	2.5	-8	0.5	0
Cn1ncc2c(NNC(=O)C3CCCCC3)ncnc21	4	2	1	0	0.3	0.2	133	1.2	-4	0.2	-8
CCC1CCCCN1C(=O)c1cc2cc(Br)ccc2oc1=O (stereo unspecified)	9	17	-3	-7	0.8	2.6	-17	1.7	4	1.8	2
CC1CN(C(=O)c2cccc(COc3ccccc3Cl)c2)CC(C)O1 (stereo unspecified)	0	1	0	-2	0.4	-0.9	360	1.9	0	3.8	3
O=C(O)CC(C(=O)Nc1ccc(Cl)cc1Cl)C1CCCO1 (stereo unspecified)	-10	5	4	1	1.2	-1.6	0	5.2	-4	2.3	-3
COc1cc(C)c(CN2CCN(S(=O)(=O)c3ccc(Cl)s3)CC2)cc1OC	-2	-1	1	-6	-6.0	0.9	7	0.7	9	-0.4	2
c1ccc(Sc2ncnc3c2oc2ccccc23)nc1	-12	5	-5	-2	1.2	0.2	6	-0.2	-7	0.0	5

Assay outcomes (PubChem)
